# CF NFkB block: blocks PAF-induced NF-kB reporter in cystic fibrosis cells; KKLEB NF-kB-GFP reporter, GFP fluorescence overnight; AID 588850; inhibition, % at 5 µM; actives 0.86% (n = 360,000);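 active means at least 50% inhibition at 5 µM, scaled per plate between neutral and stimulator controls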;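 further: PAF is a Pseudomonas aeruginosa culture filtrate used as stimulus; plate controls were PAF-stimulated DMSO wells for no effect and unstimulated DMSO wells for full effect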
# TRPM1 prom inh: reduces MITF-dependent TRPM1 promoter luciferase signal. actives 0.83% (n = 330,000). inhibition, % at 12.5 µM. AID 488899. SK-MEL-5 TRPM1 promoter luciferase, 24 h;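 active means mean inhibition across replicates of 60% or more, whatever share of single replicates reaches that level; inconclusive means some that reach 60%, reason not given; inactive means mean inhibition across replicates below 60%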; further: values of inactives mirror those of a sister screen read the other way
# Vif imaging: blocks HIV Vif function; inhibition, % at 7.49 µM; HEK293T cells, Vif self-association by quenched fluorescence, imaging, 24 h; actives 0.35% (n = 340,000); AID 602346; in the data active means inhibition above about 50%, passing the limit was not always enough; inconclusive means no clear call, values can overlap the other calls; inactive means below about 31%; further: some results filed as inactive read as strong as hits
# NR2E3 ag-1: activates human photoreceptor nuclear receptor NR2E3. AID 2300. GST-NR2E3/biotin-RetCOR TR-FRET, 1536-well. actives 0.12% (n = 320,000). inhibition of corepressor binding, % at 4.78 µM;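 active means percent inhibition above the cutoff of mean plus 3 SD of all tested compounds, set per screening campaign, cut at about 20% in these data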;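 further: 0% = DMSO wells and 100% = biotin wells as full block of FRET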
# Target sequence (Q9Y5X4 whole entry, looked up): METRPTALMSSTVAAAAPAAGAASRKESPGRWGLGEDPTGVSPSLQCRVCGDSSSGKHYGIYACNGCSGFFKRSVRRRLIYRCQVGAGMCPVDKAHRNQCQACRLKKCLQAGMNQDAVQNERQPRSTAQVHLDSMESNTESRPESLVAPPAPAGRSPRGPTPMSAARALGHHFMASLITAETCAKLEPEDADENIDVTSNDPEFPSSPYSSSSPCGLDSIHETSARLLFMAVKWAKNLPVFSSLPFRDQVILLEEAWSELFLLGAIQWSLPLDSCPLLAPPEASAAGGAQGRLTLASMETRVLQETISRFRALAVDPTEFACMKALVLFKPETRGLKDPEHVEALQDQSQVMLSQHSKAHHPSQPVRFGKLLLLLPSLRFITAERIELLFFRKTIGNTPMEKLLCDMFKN
#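 Material: NR2E3–RetCOR corepressor complex | Quantity: 1.35 nM GST-tagged NR2E3 final | Schedule: 5 h at 4 °C | Replication: Singlicate compound wells | Reagent: RetCOR corepressor, biotinylated, 7 nM | Controls: Biotin wells as high control, 0.6% DMSO wells as low control | Signal: TR-FRET, Eu(K)-anti-GST donor, streptavidin-D2 acceptor, ex 340, em 617/671 nm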
# Shn3 3UTR inh: inhibitors of Schnurri-3 3'UTR reporter in osteoblasts; Clone20 osteoblast Shn3 3'UTR firefly luciferase, 24 h; inhibition, % at 12.5 µM; actives 0.52% (n = 360,000); AID 588674;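 active means mean inhibition of at least 75% with every replicate also reaching 75%; inconclusive means mean inhibition at least 75% but some replicate below; inactive means mean inhibition below 75%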;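 further: 0% = median of neutral control wells and 100% = pilot-screen positive control compound; some compounds past the cut are filed as inactive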
# PDI inh: blocks human protein disulfide isomerase activity. PDI insulin aggregation turbidity, A650, 90 min. AID 588391. actives 0.052% (n = 350,000). inhibition, % at 10 µM. P07237;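 active means mean inhibition across replicates of 30% or more, whatever share of single replicates reach that level; inconclusive means mean inhibition below 30% while every single replicate reaches 30%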;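 further: absorbance from insulin aggregation driven by PDI reduction with DTT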
# Target sequence (P07237 whole entry, looked up): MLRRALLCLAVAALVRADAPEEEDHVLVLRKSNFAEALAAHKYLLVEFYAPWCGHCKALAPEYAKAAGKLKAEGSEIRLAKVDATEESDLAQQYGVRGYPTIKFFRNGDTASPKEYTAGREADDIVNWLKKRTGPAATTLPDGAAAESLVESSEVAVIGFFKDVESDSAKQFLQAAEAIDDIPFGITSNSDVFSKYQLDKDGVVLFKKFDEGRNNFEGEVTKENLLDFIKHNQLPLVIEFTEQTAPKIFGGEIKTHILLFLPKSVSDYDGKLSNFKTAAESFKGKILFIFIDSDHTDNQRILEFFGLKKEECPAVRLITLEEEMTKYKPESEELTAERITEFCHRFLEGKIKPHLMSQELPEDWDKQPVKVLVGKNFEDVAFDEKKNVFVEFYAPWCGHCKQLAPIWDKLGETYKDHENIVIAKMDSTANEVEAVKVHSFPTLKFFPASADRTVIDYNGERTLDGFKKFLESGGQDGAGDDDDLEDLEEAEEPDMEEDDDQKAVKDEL
# NR2E3 ag-2: activates human NR2E3 receptor; Q9Y5X4; CHO-S Gal4-NCOR/VP16-NR2E3 two-hybrid, luciferase; inhibition of corepressor binding, % at 3.98 µM; actives 0.35% (n = 360,000); AID 602229;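 active means inhibition above the mean of all tested compounds plus 3 SD, cut at about 70% in these data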;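 further: 0% = DMSO with NR2E3 transfected cells and 100% = cells lacking NR2E3 construct; higher means lower luciferase signal from less NR2E3 corepressor binding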
# CaV13 FRET inh: Disruptors of the CACNA1D IQ motif to Ca2+-dependent inactivation inhibitor domain association, primary screening, Förster resonance energy transfer in intact living …; AID 743397; actives 0.098% (n = 340,000); inhibition, % at 12.3 µM; HEK cells, CFP/YFP FRET ICDI-IQ, plate reader, 10 min; percent FRET-ratio fall versus neutral wells;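 active means mean replicate inhibition of at least 30% and at least 1% of replicates passing that level; inconclusive means only one of the two criteria is met; inactive means neither criterion is met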;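 further: 0% = median of the neutral control wells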
# Peg3 promoter: Peg3 promoter activity inhibition; HeLa PEG-Prom luciferase reporter, luminescence, overnight; inhibition, % at 20 µM; actives 1.7% (n = 360,000);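 active means inhibition of at least 50% at 20 µM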
# KKLEB cytotox: reduces viability of KKLEB cystic fibrosis airway cells; KKLEB CF airway cells viability, ATPlite luminescence, overnight; active compounds read low; cells stimulated with P. aeruginosa culture filtrate; actives 0.36% (n = 360,000); activity change (cytotoxicity), % at 5 µM;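 active means corrected activity change at or below -50% at 5 µM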
# HIF-2a inh: blocks HIF-2a reporter activity; 786-0 RCC cells HIF-2a reporter, luciferase luminescence, overnight; actives 0.72% (n = 360,000); AID 624352; inhibition, % at 18.8 µM;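 active means inhibition of the luminescence signal of 40% or more relative to plate controls, in a single-dose primary screen at 18.75 µM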
# * marks the source's active call; other numbers are inactive results; ? = inconclusive; nt = no result given.
1: COc1ccc(C2C(C(=O)c3ccc(C)o3)=C(O)C(=O)N2Cc2ccco2)cc1OC (configuration not stated)
2: c1ccc(Oc2nc3ccccc3n3cccc23)cc1
3: O=C(/C=C/c1ccc(N2CCOCC2)cc1)c1ccccc1
4: NS(=O)(=O)c1ccc(NC(=O)c2ccc(CNS(=O)(=O)c3cc(C(F)(F)F)ccc3Cl)cc2)cc1
5: Cc1ccc(-n2c(=O)cc(N3CCC(C)CC3)[nH]c2=O)cc1
6: O=C(Nc1cccc(F)c1)N1CCCC(CNS(=O)(=O)Cc2ccccc2)C1 (configuration not stated)
7: CCOc1ccc(NC(=O)/C=C/c2ccccc2)c([N+](=O)[O-])c1
8: CCCN(CCC)C(=O)CCSCCC(=O)N(CCC)CCC

assay / compound	1	2	3	4	5	6	7	8
CF NFkB block	-40	-25	-1	6	-13	-9	20	-5
TRPM1 prom inh	5	1	-49	-6	-3	7	-6	-2
Vif imaging	9	nt	3	-3	1	-9	2	0
NR2E3 ag-1	8	1	7	3	1	3	-2	2
Shn3 3UTR inh	0	3	-85	nt	-11	7	-80	-5
PDI inh	7	-25	16	-2	-2	-4	-4	18
NR2E3 ag-2	-27	-5	-123	-11	3	0	-48	-5
CaV13 FRET inh	nt	-5	-235	-4	-4	-6	-16	-3
Peg3 promoter	-12	0	-225	21	-3	-5	-161	19
KKLEB cytotox	3	10	-16	10	6	9	-7	5
HIF-2a inh	6	-5	-166	11	-16	5	-166	26

9: O=S(=O)(c1ccc(Cl)cc1)N1CCCC1c1nc(-c2cccc(Cl)c2)no1 (configuration not stated)
10: Oc1ccc[n+](/C=C\c2ccccc2)c1
11: O=C1CNC(=S)N1CCc1ccc(Cl)cc1
12: COc1ccccc1NS(=O)(=O)c1cc(NC(=O)COc2ccccc2)ccc1N1CCOCC1
13: COC(=O)c1cc(C(=O)OCC(=O)NNC(=O)c2cccs2)cc([N+](=O)[O-])c1
14: CC(=O)c1cccc(NC(=O)COC(=O)c2ccccn2)c1
15: COc1ccc(CNCCCn2cnc3c(SC)ncnc32)cc1
16: COc1ccc(OC)c(C(=O)/C=C/c2ccccc2C(F)(F)F)c1

assay / compound	9	10	11	12	13	14	15	16
CF NFkB block	26	13	21	14	-10	0	-14	-4
TRPM1 prom inh	-8	6	-20	-11	-1	11	nt	15
Vif imaging	-6	1	6	-6	-7	-2	nt	1
NR2E3 ag-1	-1	1	-5	nt	0	0	nt	1
Shn3 3UTR inh	-19	7	nt	-4	-5	9	-4	-3
PDI inh	-4	-2	5	2	2	8	-6	-1
NR2E3 ag-2	1	22	1	-43	-20	-9	-2	27
CaV13 FRET inh	-4	-4	-4	-4	-4	-3	-2	-6
Peg3 promoter	28	-5	-15	4	-15	10	3	102*
KKLEB cytotox	-11	0	-18	-5	-2	-1	1	-14
HIF-2a inh	18	-13	-6	6	4	7	5	74*

# Copied from the list.
# For CF NFkB block, compound 10 is listed with 13
# For Shn3 3UTR inh, compound 15 is listed with -4

# Later entries.
17: COc1ccc(Cn2c(=O)n(Cc3ccco3)c(=N)c3c4c(sc32)COC(C)(C)C4)cc1
18: O=C(CCCN1C(=O)/C(=C/c2ccccc2)SC1=S)Nc1ccc(C(=O)O)c(O)c1
19: COc1ccc(Nc2nnc(SCC3CCCO3)s2)cc1 (configuration not stated)
20: COc1ccc(C2=NN(C(=O)CSc3nnc(-c4ccccc4F)o3)C(c3ccco3)C2)cc1 (configuration not stated)
21: CCOc1ccc2nc(N3C(=O)CNC3=S)sc2c1
22: CN(C)CCNc1ncnc2c1sc1nc(-c3ccccc3)c3c(c12)CCCC3
23: COc1cc2[nH]c(C(=O)NCC3CCCO3)cc2c(OC)c1OC (configuration not stated)
24: COc1cccc(CN2CC(C(=O)N(C)CCc3ccccc3)CCC2=O)c1 (configuration not stated)

assay / compound	17	18	19	20	21	22	23	24
CF NFkB block	15	-12	12	25	0	8	-9	1
TRPM1 prom inh	1	-8	-46	2	-18	9	10	-12
Vif imaging	22	2	-1	-2	4	1	13	-6
NR2E3 ag-1	3	2	0	-4	1	0	0	2
Shn3 3UTR inh	21	9	-56	51	-38	-26	4	5
PDI inh	2	0	3	-4	0	5	-3	-3
NR2E3 ag-2	-21	23	-61	-11	-78	11	0	-9
CaV13 FRET inh	-5	-6	1	-5	-5	-2	-19	-7
Peg3 promoter	15	-3	-137	44	-158	111*	2	18
KKLEB cytotox	-10	9	8	-22	13	-5	-1	-5
HIF-2a inh	25	-5	-150	-5	-147	-6	14	1

25: COc1ccccc1C(=O)NNC(=O)CN(C)S(=O)(=O)c1ccc(Cl)cc1
26: O=S(=O)(CC(O)CS(=O)(=O)c1ccc(Cl)cc1)c1ccccc1 (configuration not stated)
27: Cc1c(Cl)cccc1NC(=O)c1nc(C)n(-c2cc(OC(C)C)c(Cl)cc2Cl)n1
28: CN1CCN(CCC=C2c3ccccc3Sc3ccc(S(=O)(=O)N(C)C)cc32)CC1
29: CCN(CC)CCNC(=O)c1sc2ncn(CC(=O)Nc3ccc(C)c(Cl)c3)c(=O)c2c1C
30: Nc1c(Cl)cc(-c2[nH]c3cc(C(=O)NCCO)ccc3c(=O)c2O)cc1Cl
31: COc1ccc(/C(N)=N/OC(=O)CC2CCCCC2)cc1
32: CCn1nc(NS(=O)(=O)c2ccc(NC(C)=O)cc2)c2cc3cc(C)ccc3nc21

assay / compound	25	26	27	28	29	30	31	32
CF NFkB block	-2	-4	14	34	8	2	-45	-39
TRPM1 prom inh	nt	16	10	-22	8	-6	-36	-4
Vif imaging	-4	13	0	-1	6	1	-1	-10
NR2E3 ag-1	nt	-3	3	2	1	3	-5	-2
Shn3 3UTR inh	4	-7	-10	-6	9	-8	-21	-18
PDI inh	-2	3	5	5	1	-1	4	-1
NR2E3 ag-2	11	nt	-15	-14	4	-11	-10	-2
CaV13 FRET inh	-9	-2	-8	-5	-19	-17	-3	-3
Peg3 promoter	3	10	22	-27	87*	3	-172	-38
KKLEB cytotox	2	10	-12	-6	-17	-9	8	-19
HIF-2a inh	-5	15	3	-92	5	13	-248	-47

33: Cc1cccc(NC(=O)C2NC(=O)CC2c2ccccc2)c1C (configuration not stated)
34: COc1cc(NC(=O)c2ccc3c(c2)OCCO3)ccc1NC(=O)c1ccco1
35: CCOC(=O)N1CCC(NS(=O)(=O)c2ccc(C)cc2)CC1
36: O=C(O)c1ccnc(C(=O)O)c1
37: COc1ccc2cc(CCNC(=O)c3cccc([N+](=O)[O-])c3)c(=O)[nH]c2c1
38: O=C(COC(=O)c1ccc2c(c1)OCCO2)NCc1ccc(Cl)cc1
39: CC(=O)Nc1c(Cl)cc2c(c1Cl)Cc1cc(N)ccc1-2
40: O=C(NCC(c1ccco1)N1CCc2ccccc21)c1ccccc1Cl (configuration not stated)

assay / compound	33	34	35	36	37	38	39	40
CF NFkB block	-33	10	1	-8	8	-22	-41	13
TRPM1 prom inh	0	-1	10	6	-4	nt	-5	-7
Vif imaging	1	1	-1	3	nt	4	-30	0
NR2E3 ag-1	0	-4	-2	-1	0	nt	nt	1
Shn3 3UTR inh	-12	47	8	-28	5	-21	6	12
PDI inh	nt	5	3	5	8	-5	1	-2
NR2E3 ag-2	-17	-32	-9	4	-39	-38	-70	-11
CaV13 FRET inh	-2	1	-3	-7	-11	-8	-16	-6
Peg3 promoter	4	-32	8	11	24	0	-181	7
KKLEB cytotox	21	-4	13	-2	-5	4	10	-2
HIF-2a inh	-6	-13	2	4	23	12	-185	22

41: O=C(O)c1cccc(S(=O)(=O)Nc2ccccc2Cl)c1
42: COc1ccc(CCNC(=O)CCc2ccccc2O)cc1OC
43: O=C(COc1ccc(S(=O)(=O)N2CCCC2)cc1Cl)NCc1ccc2c(c1)OCO2
44: O=C(N/N=C/c1c[nH]c2ccccc12)c1cccc([N+](=O)[O-])c1
45: CCC1(c2ccccc2)NC(=O)N(CC(=O)NCc2ccc(F)cc2)C1=O (configuration not stated)
46: O=C(NNS(=O)(=O)c1ccc(Cl)cc1)c1cccc(S(=O)(=O)N2CCOCC2)c1
47: CC(C)NC(=O)Nc1cccs1
48: Cc1ccc(OC(C)C(=O)N/N=C/c2ccccn2)cc1 (configuration not stated)

assay / compound	41	42	43	44	45	46	47	48
CF NFkB block	7	9	8	3	1	14	6	3
TRPM1 prom inh	3	7	8	12	7	7	0	4
Vif imaging	?	-16	-3	-3	18	-2	28	nt
NR2E3 ag-1	4	nt	0	1	-1	-2	2	0
Shn3 3UTR inh	2	-19	12	5	4	13	10	-4
PDI inh	1	3	-1	6	-1	0	1	-13
NR2E3 ag-2	-19	-24	-41	-24	-8	-8	-15	6
CaV13 FRET inh	-4	-6	-1	-6	-4	-1	nt	-6
Peg3 promoter	6	0	33	-25	12	16	-10	3
KKLEB cytotox	8	6	-2	2	-3	-8	0	5
HIF-2a inh	2	-3	23	-67	20	6	12	18

# Complete entries, looked up by structure:
# Cc1ccc(OC(C)C(=O)N/N=C/c2ccccn2)cc1 (configuration not stated) as listed: CF NFkB block: 3; TRPM1 prom inh: 4; Vif imaging: nt; NR2E3 ag-1: 0; Shn3 3UTR inh: -4; PDI inh: -13; NR2E3 ag-2: 6; CaV13 FRET inh: -6; Peg3 promoter: 3; KKLEB cytotox: 5; HIF-2a inh: 18
# CCC1(c2ccccc2)NC(=O)N(CC(=O)NCc2ccc(F)cc2)C1=O (configuration not stated) as listed: CF NFkB block: 1; TRPM1 prom inh: 7; Vif imaging: 18; NR2E3 ag-1: -1; Shn3 3UTR inh: 4; PDI inh: -1; NR2E3 ag-2: -8; CaV13 FRET inh: -4; Peg3 promoter: 12; KKLEB cytotox: -3; HIF-2a inh: 20

# More entries.
49: Cc1c(C(=O)NCc2ccoc2)oc2ccc3c(c12)C(=O)CC(C)(C)O3
50: COc1ccccc1C(=O)N1CCN(Cc2ccc3c(c2)OCO3)CC1
51: Cc1cccc(OCc2nnc(SCCC(=O)O)n2-c2ccccc2)c1
52: CCOC(=O)Cn1nc(C)c(NC(=O)COc2ccc(OC)cc2)c1C

assay / compound	49	50	51	52
CF NFkB block	8	15	12	-5
TRPM1 prom inh	-46	6	5	6
Vif imaging	-13	nt	-1	-2
NR2E3 ag-1	-2	-2	1	1
Shn3 3UTR inh	-112	12	-50	-21
PDI inh	-2	7	14	3
NR2E3 ag-2	-62	8	9	7
CaV13 FRET inh	-4	-4	-20	-2
Peg3 promoter	-303	-91	3	17
KKLEB cytotox	-10	-9	-2	15
HIF-2a inh	-284	29	27	7
